ATXN2 expr inh: Primary qHTS for Inhibitors of ATXN expression. AID 1745845, 2022. HEK-293 ATXN2-luciferase reporter, luminescence, 24 h. 360,000 compounds, 0.72% hits. Potency, µM (titrated, usually from 57 µM), inactives show at the highest dose activity change, negative = inhibition, actives largely listed as inhibitors; further: potency means the concentration at half of the fitted maximal effect; on the % scale 0 is the no-effect control and ±100 the full control effect; nearly all actives have a fitted effect of over 55% in size
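qHTS (up to 57 uM final) was run with 24 h compound exposure of reporter cells at 37 °C. Each well was multiplexed: SteadyGlo luminescence measured ATXN2-luciferase expression after a fluorogenic Gly-Phe-AFC viability readout (25 uM final).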
SW480 rereplic: A quantitative high throughput screen for small molecules that induce DNA re-replication in SW480 colon adenocarcinoma cells; SW480 DNA re-replication, Hoechst DNA content imaging, 48 h; Potency, µM (titrated, usually from 46.1 µM), for the others: at the top dose re-replication activation, most hits filed as activators; 340,000 compounds, 1.8% hits; AID 624297, 2012; further: potency means the concentration at half of the fitted maximal effect; % of control where 0% means no effect; nearly all actives have a fitted effect of over 55% in size
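Hoechst fluorescence of nuclei (405 nm excitation, 500-530 nm emission) measured by plate-scanning imager after 48 hr compound exposure at 37 C; re-replication scored as increased number of nuclei with elevated intensity.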
HT1080 IDH1KD tx: qHTS for induction of synthetic lethality in tumor cells producing 2HG: qHTS for the HT-1080-IDH1KD cell line; HT-1080 IDH1 knockdown viability, ATP luminescence, 48 h; Potency, µM (series often up to 46.1 µM), inactives show at the highest dose activity, negative = toxicity, hits mostly cytotoxic; 360,000 compounds, 2% hits;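 further: potency means the concentration at half of the fitted maximal effect; 0% = DMSO wells and -100% = cell-free medium wells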
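Assay cells: HT-1080 with IDH1 knockdown, 750 per well, RPMI/5% FBS. Exposure: 48 h at 37 °C following 2 h pre-incubation. Read: CellTiter-Glo luminescence; fitted concentration-response, curve class assigned.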
KB-3-1 cytotox: qHTS assay for MDR1-selective chemotherapeutics: Primary screen using the parental adenocarcinoma cell KB-3-1; KB-3-1 viability, CellTiter-Glo ATP luminescence, 72 h; Potency, µM (top dose mostly 46.1 µM), inactives show top-dose activity change, negative = cytotoxic, hits mostly cytotoxic; 400,000 compounds, 1.4% hits; AID 1347075, 2019; further: potency means the concentration at half of the fitted maximal effect; on the % scale 0 is the no-effect control and ±100 the full control effect; nearly all actives have a fitted effect of over 60% in size
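Cytotoxicity measured as CellTiter-Glo luminescence after 72 h at 37 C. Compound titrations were pinned onto drug-naive KB-3-1 parental adenocarcinoma cells grown in DMEM with 10% FBS, and normalized data fitted to concentration-response curves.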
S2 tox: Viability Counterscreen for Primary qHTS for Inhibitors of ATXN expression; Potency, µM (top dose mostly 56.7 µM), actives largely listed as cytotoxic; AID 651635, 2014; S2 cells (HEK-293 line with an ATXN2-luciferase reporter) viability, CellTiter-Fluor protease fluorescence, 24 h; 400,000 compounds, 0.49% hits; further: potency means the concentration at half of the fitted maximal effect; nearly all actives have a fitted effect of over 40% in size
IL-1B inflam inh: qHTS for Inhibitors of Inflammasome Signaling: IL-1-beta AlphaLISA Primary Screen; AID 743279, 2014; THP-1 LPS/ATP IL-1B secretion, AlphaLISA, 16 h; stronger effect = lower value; 360,000 compounds, 4.7% hits; activity change, % at 57.5 µM; in the data active means activity change below about -50%; inconclusive means mostly about -30% to -49%; further: on the % scale 0 is the no-effect control and ±100 the full control effect
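Secreted IL-1B measured by AlphaLISA bead assay after 16 h compound exposure of THP-1 cells; compounds (final up to 57.5 uM) added 1 h before LPS (250 ng/mL) and ATP (1.25 mM) stimulation; lower signal means less secretion.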
HT1080NT lethal: qHTS for induction of synthetic lethality in tumor cells producing 2HG: qHTS for the HT-1080-NT fibrosarcoma cell line; HT-1080-NT fibrosarcoma viability, CellTiter-Glo ATP luminescence, 48 h; Potency, µM (highest dose often 46.1 µM), for the others: at the highest dose activity, negative = less viability, hits mostly cytotoxic; 360,000 compounds, 1.6% hits;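 further: NT is the 2HG producing partner of a matched IDH1 knockdown line; potency means the concentration at half of the fitted maximal effect; 0% = DMSO-treated cells and -100% = media-only wells without cells; nearly all actives have a fitted effect of over 55% in size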
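Read-out is CellTiter-Glo luminescence after 10 minutes at room temperature, following 48 hours' compound treatment of HT-1080-NT cells (750 cells/well, RPMI, 5% FBS, 37 degrees C).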
MCF10A rerep: A quantitative high throughput screen for small molecules that induce DNA re-replication in MCF 10a normal breast cells; Potency, µM (doses to about 46.1 µM), for the others: at the highest dose activity, positive = re-replication, hits mostly activators; 350,000 compounds, 2.9% hits; MCF 10A DNA re-replication, Hoechst nuclear intensity, 48 h; further: potency means the concentration at half of the fitted maximal effect; % of control where 0% means no effect; nearly all actives have a fitted effect of over 50% in size
KB-V1 cytotox: qHTS assay for MDR1-selective chemotherapeutics: Primary screen using the drug-selected MDR subline cells KB-V1; 400,000 compounds, 3.4% hits; Potency, µM (titrated, usually from 46.1 µM), for inactives: at the top dose activity change, negative = cytotoxicity, actives largely listed as cytotoxic; KB-V1 MDR cells viability, CellTiter-Glo, 72 h; AID 1347076, 2019; further: potency means the concentration at half of the fitted maximal effect; on the % scale 0 is the no-effect control and ±100 the full control effect; nearly all actives have a fitted effect of over 60% in size
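Luminescent ATP read-out (CellTiter-Glo, 10 min) measures survival of drug-selected KB-V1 MDR cells after 72 h, 37 degrees C compound exposure. Medium: phenol-red-free DMEM, 10% FBS. Values from fitted concentration-response curves.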
An asterisk follows results filed as active; i = inactive; ? = inconclusive; / = not tested or not shown; [ ] = another dose, or the depositor's remark. Unless noted, the call rests on the fitted dose curve; in most records, active means well fitted curve in the direction sought with a large enough effect; inconclusive means small, poorly fitted or top-dose-only effect, or another doubt; inactive means no such curve, though single readings can be large; an effect the other way counts as inactive or inconclusive.

SMILES	ATXN2 expr inh	SW480 rereplic	HT1080 IDH1KD tx	KB-3-1 cytotox	S2 tox	IL-1B inflam inh	HT1080NT lethal	MCF10A rerep	KB-V1 cytotox
Fc1cccc(Cl)c1Cn1ncc2ccccc21	44%[activator]	-6%	0%	0%	i	27	10%	8%	20%
c1ccc2c(-c3nc4ccccc4[nH]3)cccc2c1	/	/	18µM*	21µM*	?	35	?	/	4.6µM*
CCc1csc(CCNC(=O)C2CCC(=O)N(Cc3cccc(C(F)(F)F)c3)C2)n1 (stereo not given)	-5%	-4%	-10%	/	i	10	0%	-2%	/
CN(CC(=O)NC1CCCc2ccccc21)S(=O)(=O)c1cccs1 (stereo not given)	-3%	-2%	-1%	-9%	i	18	1%	16%	-1%
CSc1ncccc1C(=O)OCC(=O)N1CCc2ccccc21	0%	-10%	9%	6%	?	6	0%	-4%	1%
Cc1ccc(C)c(SCC(=O)c2ccc[nH]2)c1	-7%	4%	3%	-2%	i	0	9%	6%	6%
CCOc1cccc(C(=O)NC(=S)Nc2ccccc2)c1	52%[activator]	-5%	3%	?	i	14	3%	2%	-29%
Cc1ccccc1-n1nc2c(c1NC(=O)c1cc3ccccc3o1)CS(=O)(=O)C2	6%	-4%	-3%	-14%	i	-3	19%	3%	12%
CCOc1ccc(S(=O)(=O)Nc2cccc(C(=O)NCC(c3ccc(OC)cc3)N3CCOCC3)c2)cc1 (stereo not given)	1%	1%	-4%	-4%	i	0	-1%	17%	-24%
O=C(Nc1ccc(Cl)cc1Cl)c1csc(-c2cccnc2)n1	-2%	14%	-1%	0%	i	29	10%	1%	3%
Cc1nnc(SCC(=O)Nc2ccc3c(c2)OCCO3)s1	14%	1%	5%	1%	i	0	10%[9.24 µM]	0%	26%
CN(CC(=O)Nc1cccc(F)c1)C(=O)Cn1c(=O)cnc2ccccc21	-10%	-2%	-1%	14%	i	6	2%	-4%	-5%
COc1ccc(N2CCN(C(=O)C3CCN(C(=O)c4cccc(Cl)c4)CC3)CC2)cc1	-17%	-5%	6%	19%	i	10	20%	?	-26%
O=C(NNC(=S)NC(=O)c1cccs1)c1ccc(O)cc1	6%	?	-23%	-24%	i	-1	?	10%	-27%
COc1ccc(-n2c(N)c(C(=O)NCc3ccco3)sc2=S)cc1	-5%	2%	-7%	11%	i	-10	-12%	-3%	2%
COc1ccc(CCNc2ccc(C(CC(N)=O)NC(=O)c3cc(OC)ccc3OC)cc2[N+](=O)[O-])cc1 (stereo not given)	-1%	-3%	-1%	8%	i	-19	-2%	-6%	8%
COc1cccc(CNS(=O)(=O)c2ccc3c(c2)CCN3C(=O)C2CC2)c1	10%	0%	-15%	-6%	i	11	0%	?	?
Nc1nnc(CC(=O)N/N=C/c2cccc(OCCOc3ccccc3)c2)s1	-1%	-2%	-9%	10%	i	20	-14%	-3%	20%
COc1cc(OC)cc(-c2c(-c3cccs3)c3cc(-c4ccc5c(c4)OCO5)ccc3n2C)c1	-10%	-6%	29%	0%	i	-6	21%	5%	-28%
O=[N+]([O-])c1ccc(CNc2cccc(F)c2)s1	-23%	-11%	-4%	-26%	i	-52*	-24%	?	-2%
O=C(Nc1ccccc1)c1cc(C2CCCN(C(=O)C3CC3)C2)on1 (stereo not given)	10µM*	/	0%	-1%	i	7	-45%	/	-26%
CCOC(=O)C1CCCN(S(=O)(=O)c2ccc(C)cc2)C1 (stereo not given)	-17%	-6%	0%	-4%	i	14	0%	-1%	?
CCN(Cc1ccccc1)C(=O)Cn1c(=O)n(-c2cccc(C)c2)c(=O)c2c1c1cc(C)ccc1n2C	12%	/	/	4%	i	/	/	/	2%
CCn1cc2nc(SCc3cccc(C(F)(F)F)c3)n(CCc3ccccc3)c(=O)c2n1	-26%	/	/	-4%	i	/	/	/	?
Cn1c(=O)c2[nH]c(C3CC4CCC3C4)nc2n(C)c1=O (stereo not given)	2%	1%	-15%	5%	i	19	-1%	-1%	?

Printed as active in IL-1B inflam inh, of those listed so far:
| Compound | SW480 rereplic | IL-1B inflam inh |
| --- | --- | --- |
| O=[N+]([O-])c1ccc(CNc2cccc(F)c2)s1 | -11% | -52* |

The list goes on.
SMILES	ATXN2 expr inh	SW480 rereplic	HT1080 IDH1KD tx	KB-3-1 cytotox	S2 tox	IL-1B inflam inh	HT1080NT lethal	MCF10A rerep	KB-V1 cytotox
CC1(C)CC(=O)C(C(C2=C(O)CC(C)(C)CC2=O)c2ccc(Cl)c([N+](=O)[O-])c2)C(=O)C1 (stereo not given)	-5%	-16%	10%	0%	i	8	17%	-8%	-16%
CN(Cc1ccccc1)C(=O)CCCn1c(=O)[nH]c2cc(Cl)ccc2c1=O	-4%	0%	3%	2%	i	-13	-1%	3%	-7%
O=C(CN1C(=O)NC2(CCCC2)C1=O)OCC(=O)c1cccc(Cl)c1	-14%	-37%	-4%	1%	i	14	5%	-16%	16%
O=C(Nc1ccccc1C(=O)O)c1ccc(NC(=O)c2ccc(Br)o2)cc1	-4%	-5%	?	3%	i	42	4%	-6%	?
CCc1ccc(NC(=S)N(Cc2cccnc2)Cc2ccco2)cc1	-22%	-1%	2%	22%	i	-67*	-6%	7%	?
COc1ccc(C2c3cc(OC)c(OC)cc3CCN2C(=O)c2ccccc2)cc1OC (stereo not given)	-10%	2%	-29%	14%	i	-10	-23%	-1%	-16%
O=C(NN=C(c1ccccc1)c1ccccn1)c1ccccc1	4µM*	10µM*	?	?	?	-99*	-20%	?	?
CCOc1ccc(-c2nnc(-c3ccco3)o2)cc1OCC	50%[activator]	-11%	19%	?	i	?	23%	11%	?
OC(c1ccc(Cl)cc1)C(O)c1nc2ccccc2[nH]1 (stereo not given)	-22%	1%	-15%	1%	i	1	2%[9.24 µM]	2%	6%
O=C(CSCc1ccc(Cl)cc1)NCc1ccccn1	/	7%	?	-20%	i	-3	-5%	9%	2%
COc1ccc(C(C(=O)NC(C)(C)C)N(C(=O)CCC(=O)Nc2cc(C)on2)c2cccc(F)c2)cc1 (stereo not given)	-3%	-3%	-4%	18%	i	-9	-12%	?	2%
CCOC(=O)c1sc(NC(=O)CSc2nc(-c3ccco3)cc(C(F)(F)F)n2)c(C(=O)OCC)c1C	5%	-6%	-4%	-2%	i	3	1%	-10%	-1%
CC(=O)NC(CC(C)C)C(=O)NC(=O)NCc1ccccc1 (stereo not given)	4%	-2%	17%	-2%	i	25	5%	5%	6%
COc1cc2cc(C)c3nnc(SCC(=O)Nc4cc(C)on4)n3c2cc1OC	-1%	-16%	1%	0%	i	4	6%	-1%	18%
Cc1csc(CNc2ncnc3ccc(-c4ccccc4Cl)cc23)c1	-14%	-8%[9.22 µM]	/	-16%	i	/	/	?	1%
O=C1NC[C@H](CCCCN2C[C@H](Cc3ccccc3)N(Cc3ccccc3)C(=O)C2=O)N(CCC2CCCCC2)C1=O	5%	/	12%	-25%	i	23	21%	/	5%
CN(CCOc1ccccc1)C(=O)CCc1c[nH]c2ccccc12	1%	-3%	-20%	13%	i	-8	-8%	?	0%
O=C(C[C@@H]1C/C=C\C[C@H](NC(=O)OCC2c3ccccc3-c3ccccc32)C(=O)OC[C@H]2CCCN2C1=O)N[C@@H](CO)Cc1ccccc1	?	-9%[9.22 µM]	-1%	-1%	?	-26	-16%	3%	?
CCn1nnnc1SCC(=O)Nc1cc(C)on1	-2%	-8%	4%	10%	i	16	8%	1%	2%
Cc1cccc(Nc2nc3c(c(=O)n(C)c(=O)n3C)n2Cc2ccccc2)c1	6%	-3%	-3%	4%	i	14	8%	-3%	?
NC(=S)Nc1nc2ccccc2s1	/	?	15µM*	?	i	0	-1%	0%	8.2µM*
Cc1ccc(C)c(N2CCN(c3nc4ccccc4c4nc(CCn5nc(C)cc5C)nn34)CC2)c1	10%	/	/	4%	i	/	/	/	-11%
N#C/C(=N\Nc1ccc(Cl)cc1)C(=N)N1CCCCC1	81%[activator]	-4%	-22%	11%	?	?	-25%	2%	-22%
CC1=NN(C(=O)CCc2ccccc2)C(c2ccccc2)C1 (stereo not given)	4%	15%	-5%	-5%	i	-16	0%	8%	10%
OCCNCCNCc1ccccc1OCc1ccccc1	/	21µM*	-9%	0%	i	?	1%	3%	1%
CSc1ncc(CN2CCc3c([nH]c4ccccc34)C2c2cccc(O)c2)cn1 (stereo not given)	-38%	4%	-14%	-4%	i	7	-5%	1%	-23%
COCC(C)n1c(SCC(=O)Nc2cc(C)on2)nc2ccccc2c1=O (stereo not given)	6%	?	-17%	-3%	i	6	-10%	27%	-22%
CCOc1ccc(NC(=O)CN(C)CC(=O)NC2CCCc3ccccc32)cc1OCC (stereo not given)	6%	-1%	-3%	6%	?	-8	-16%	15%	-20%
CCN(CC)CCN(Cc1cc2ccc(C)c(C)c2[nH]c1=O)C(=S)NCc1ccco1	65%[activator]	11%	-21%	?	i	/	-19%	?	-38%
CCNC(=S)N1CCN(c2ccccn2)CC1	5%	0%	17%	-13%	i	-13	20%	-4%	-20%

Some entries already given, showing only HT1080 IDH1KD tx:
smiles	HT1080 IDH1KD tx
CSc1ncc(CN2CCc3c([nH]c4ccccc34)C2c2cccc(O)c2)cn1 (stereo not given)	-14%
COCC(C)n1c(SCC(=O)Nc2cc(C)on2)nc2ccccc2c1=O (stereo not given)	-17%
